BRCA1 expr up: activators of BRCA1 expression; MCF7-BRCA1-FFLuc reporter, luminescence, 48 h; response scale: scaled: vehicle 0%, 10 µM genistein 100%; 1.1% of 380,000 active; Potency, µM (doses to about 46.1 µM), without a hit: at the highest dose activation, actives largely listed as activators; AID 624202; further: potency means the concentration at half of the fitted maximal effect; nearly all actives have a fitted effect of over 80% in size; some results filed as inactive show a strong effect at the top dose
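Compounds are tested at multiple concentrations on MCF7 BRCA1-luciferase reporter cells seeded at 2000 per well; after 48 h, a single luminescence end-point is taken and curves fitted to the normalized data.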
TRPV1 ag: agonists of human vanilloid receptor 1 (TRPV1); Q8NER1; AID 540275; activation, % at 8.33 µM; 0.19% of 320,000 active; TRPV1-expressing cells, Fluo-8 calcium influx, agonist mode; in the data active means activation above about 80%; inconclusive means between about 30% and that limit; further: 0% is about no effect
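TRPV1-expressing cells were cultured overnight at 35.5C and loaded with Fluo-8 calcium dye for 40 to 90 min at room temperature. After a 10 s baseline, compound was added and calcium influx was read kinetically for 3 min (ex 480/em 520 nm).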
Integrin act MD: integrin-mediated muscular dystrophy alleviation activation; alpha7betagal myoblasts, beta-gal FDG fluorescence, 48 h; 0.064% of 350,000 active; Potency, µM (doses to about 38.3 µM), inactives show top-dose activation, actives largely listed as activators;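 further: potency means the concentration at half of the fitted maximal effect; 100% = response of the positive control SU9516; nearly all actives have a fitted effect of over 60% in size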
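alpha7betagal+/- myoblasts (passage 13, 250/well) treated 48 h at 37C with compounds at 1:260 dilution of DMSO stock. Lysed, then beta-galactosidase activity read as FDG fluorescence (ex 480/em 540) after 30 min, with pre-read for autofluorescence.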
PTAP TSG101 blk: blocks PTAP/TSG101 interaction to inhibit HIV-1 budding. Q99816. Fluorescence polarization, FITC-PTAP peptide / Tsg101 binding. Potency, µM (top dose mostly 115 µM), without a hit: top-dose activity change, negative = inhibition, usual class: inhibitors. 340,000 tested, under 10 active; active means well fitted inhibition curve with a large enough effect in the main read-out, with a control signal flat, not every such curve was filed as active; inconclusive means small, poorly fitted or top-dose-only effect, or effect the other way, or a change in a side signal; inactive means no such curve, though single readings can be large or run the other way; further: potency means the concentration at half of the fitted maximal effect; % of control where 0% means no effect
Target sequence (Q99816 whole entry, looked up): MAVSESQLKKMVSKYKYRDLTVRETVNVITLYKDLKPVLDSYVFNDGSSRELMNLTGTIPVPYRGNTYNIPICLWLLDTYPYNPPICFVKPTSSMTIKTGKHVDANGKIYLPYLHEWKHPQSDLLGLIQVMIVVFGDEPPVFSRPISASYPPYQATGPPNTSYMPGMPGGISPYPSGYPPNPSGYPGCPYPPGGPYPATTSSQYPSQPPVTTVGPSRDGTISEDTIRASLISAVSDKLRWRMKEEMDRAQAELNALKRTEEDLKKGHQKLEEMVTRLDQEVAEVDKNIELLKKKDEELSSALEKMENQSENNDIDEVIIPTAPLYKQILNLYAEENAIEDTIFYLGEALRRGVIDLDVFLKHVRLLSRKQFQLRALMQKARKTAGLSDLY
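Steps: Tsg101 binding domain dispensed (10 uM final), compounds pinned in DMSO, FITC-labeled PTAP-motif peptide added (50 nM final); after 20 min binding at room temperature, polarization measured.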
p53 reactivator: re-activators of mutant p53; H1299 p53-A138V BP100-luciferase reporter, luminescence, 24 h; Potency, µM (titrated, usually from 92.2 µM), without a hit: at the highest dose activity change, positive = activation, actives largely listed as activators; 0.063% of 320,000 active; AID 504706; further: potency means the concentration at half of the fitted maximal effect; % of control where 0% means no effect; nearly all actives have a fitted effect of over 45% in size
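H1299 (p53-null), stable ts p53-A138V + BP100-Luc; 1000 cells/well, Opti-MEM/10% FBS; cpd 4 pt, 1:5; 24 h, 37 deg C, 5% CO2; detection reagent 10 min RT; luminescence.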
AT treatment: candidate therapy for ataxia-telangiectasia; […] A-T fibroblasts, KAP-1 phosphorylation AlphaLISA; neocarzinostatin DNA damage 30 min before lysis; Potency, µM (highest dose often 57.5 µM), for the others: at the top dose activation, actives largely listed as activators; 0.19% of 320,000 active; further: potency means the concentration at half of the fitted maximal effect; % of control where 0% means no effect; nearly all actives have a fitted effect of over 45% in size
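ATM-like activity read as KAP-1 phosphorylation via AlphaLISA donor/acceptor antibody pairs after lysis and 6 hr at 25C. Cells were ATM-null patient fibroblasts ([…], hTERT), dosed 60 min, then exposed to the DSB inducer NCS for 30 min.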
ELG1 DNA repair: ELG1-dependent DNA repair inhibition. AID 504467. Potency, µM (series often up to 46.1 µM), for inactives: at the highest dose activity change, negative = inhibition, actives largely listed as inhibitors. 2.3% of 330,000 active. HEK293T ELG1-luciferase reporter, luminescence, 16 h; DNA damage induced by 5-fluorouridine; further: potency means the concentration at half of the fitted maximal effect; on the % scale 0 is the no-effect control and ±100 the full control effect; nearly all actives have a fitted effect of over 55% in size
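DMSO vehicle served as the neutral condition. Each well held 2,000 cells given 5-fluorouridine plus compound; after 16 hr at 37 °C/5% CO2, ONE-Glo was added and luciferase measured 30 min later.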
B2AR arrestin: agonists driving beta-arrestin recruitment to human beta2-adrenergic receptor | 0.02% of 330,000 active | beta-arrestin recruitment to beta2AR, cell-based reporter | AID 492947 | P07550 | Potency, µM (doses to about 46.1 µM), for inactives: at the top dose activation, usual class: activators;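 further: potency means the concentration at half of the fitted maximal effect; 0% = DMSO controls and full agonism = EC100 isoproterenol or metaproterenol; nearly all actives have a fitted effect of over 65% in size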
Target sequence (P07550 whole entry, looked up): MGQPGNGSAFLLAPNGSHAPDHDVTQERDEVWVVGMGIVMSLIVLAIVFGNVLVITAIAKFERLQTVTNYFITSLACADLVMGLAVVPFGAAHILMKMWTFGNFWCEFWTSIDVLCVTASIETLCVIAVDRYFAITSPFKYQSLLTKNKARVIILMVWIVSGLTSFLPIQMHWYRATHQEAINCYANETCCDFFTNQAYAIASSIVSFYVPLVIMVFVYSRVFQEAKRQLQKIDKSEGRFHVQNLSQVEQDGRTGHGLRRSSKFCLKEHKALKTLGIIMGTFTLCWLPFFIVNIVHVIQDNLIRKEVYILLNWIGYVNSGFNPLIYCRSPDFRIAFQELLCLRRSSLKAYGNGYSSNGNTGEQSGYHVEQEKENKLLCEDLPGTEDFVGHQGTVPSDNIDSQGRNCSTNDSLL
TCR act: activators of T cell receptors | primary human leukocytes, anti-CD3, IL-2 HTRF, 48 h | Potency, µM (top dose mostly 9.22 µM), without a hit: at the highest dose activation of IL-2 secretion, hits mostly activators | 330,000 tested, under 10 active | AID 504894; further: % of control where 0% means no effect
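Compounds are tested in HTS on primary human leukocytes co-incubated with a-CD3 beads for 48 hr. IL-2 output is measured by time-resolved FRET.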
CXXC DNA block: blocks binding of human MLL CXXC domain to DNA | Q03164 | MLL-CXXC / FITC-HOXA9 DNA fluorescence polarization | Potency, µM (series often up to 115 µM), for the others: at the top dose activity change, negative = inhibition, hits mostly inhibitors | 0.037% of 290,000 active; active means well fitted inhibition curve with a large enough effect in the polarisation, with a control signal flat, not every such curve was filed as active; inconclusive means small, poorly fitted or top-dose-only effect, or effect the other way, or a change in a side signal; inactive means no such curve, though single readings can be large or run the other way; the % refers to the polarisation; further: potency means the concentration at half of the fitted maximal effect
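Purified MLL-CXXC (added from a 7 uM solution) was preincubated 5 min at ambient with pinned compounds in 50 mM Tris-HCl pH 7.5, 50 mM NaCl, 1 mM DTT, 0.05% BSA. Fluorescein-labeled HOX-A9 DNA (50 nM solution) followed, 30 min, then polarization read.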
Active calls of the source: *; ? = inconclusive; nt = no result given; & = joins results of further samples; [ ] = dose if it differs, or a comment. Unless noted, the call rests on the fitted dose curve; in most records, active means well fitted curve in the direction sought with a large enough effect; inconclusive means small, poorly fitted or top-dose-only effect, or another doubt; inactive means no such curve, though single readings can be large; an effect the other way counts as inactive or inconclusive.

SMILES	BRCA1 expr up	TRPV1 ag	Integrin act MD	PTAP TSG101 blk	p53 reactivator	AT treatment	ELG1 DNA repair	B2AR arrestin	TCR act	CXXC DNA block
O=C(CSc1nc2ccccc2c(=O)n1CCCN1CCOCC1)Nc1ccc(Br)cc1	-43%	nt	-23%	0%	-12%	4%	?	-0.1%	-5%[46.1 µM]	nt
Cc1cccc(NC(=O)CSc2nnc(-c3cc(C)[nH]n3)n2N)c1	-9%	-2	10%	-1%	0%	-12%	0%	-0.9%	-3%	9%
C[C@H](Cc1ccccc1)Nc1ncnc2c1ncn2[C@@H]1O[C@H](CO)[C@@H](O)[C@H]1O	16%	2	nt	1%	4%	6%	?	0.0%	11%	nt
O=C(Cn1c(=O)oc2ccccc21)N1CCOCC1	17%	-1	10%	-4%	0%	0%	3%	0.0%	5%	3%
Cc1cc(N2CCOCC2)n2nc(C)c(-c3ccccc3)c2n1	14%	-1	0%	-2%	3%	-2%	15%	0.5%	-10%	-1%
O=C(/C=C/c1ccc(F)cc1)NC(=S)N1CCN(c2ccccn2)CC1	?	nt	-12%	2%	16%	-1%	18%	-0.9%	-1%	-9%
c1ccc(-c2ccc(C3=Nn4c(Cn5nnc6ccccc65)nnc4SC3)cc2)cc1	-37%	-3	-12%	2%	-8%	0%	?	0.2%	9%	-3%
COc1ccc(C2/C=C\CN(C(=O)Nc3ccccc3-c3ccccc3)CC(=O)N2Cc2ccc(F)cc2)cc1 (stereo unspecified)	-68%	5	-19%	-5%	0%	-27%	?	3.6%	-5%	37%[activator]
CCCCn1c(O)c(C(CC)=Nc2ccc3c(c2)CCC3)c(=O)[nH]c1=O	-18%	0	2%	-5%	2%	20%	-4%	0.1%	-1%	-9%
O=C(CN1CCN(C(=O)c2ccc(-c3nc4ccccc4s3)o2)CC1)Nc1ccc(F)cc1	12%	12	-31%	-4%	?	7%	?	0.5%	3%	nt
COC(=O)CC1SC(=O)NC1=O (stereo unspecified)	25%	-7	14%	-2%	0%	nt	0%	-0.1%	4%	4%
Cc1ccnc(NCc2ccccc2O)c1	17%	10	24%	0%	nt	2%	?	-0.1%	-1%	0%
COc1ccc(NS(=O)(=O)c2cccc(C(=O)NCCc3ccc(S(N)(=O)=O)cc3)c2)cc1	-10%	0	4%	-7%	-9%	3%	?	0.2%	1%	nt
O=C(O)c1cccc(NC(=S)NCc2ccccc2)c1	50%	0	-27%	0%	6%	4%	21%	0.2%	-11%	1%
COc1ccc(C(=O)C2CCCN(C(=O)c3ccc(CSC)o3)C2)cc1F (stereo unspecified)	-15%	12	-9%	-2%	-2%	6%	5%	0.4%	-7%	6%
Cc1ccc(NC(=O)CCNC(=O)c2ccc(Cl)cc2)nc1	81%	-4	28%	-5%	?	-3%	?	-0.5%	-6%	5%
Cc1ccccc1-n1c(SCC(=O)N2CCN(c3ccccc3)CC2)nnc1-c1ccncc1	-33%	14	-13%	-3%	-8%	-1%	?	-0.1%	-3%	0%
COC(=O)C1=C(C)N(CCCC(=O)O)C(=O)NC1c1ccc2c(c1)OCO2 (stereo unspecified)	-8%	nt	-2%	-3%	nt	nt	nt	nt	-1%	nt
Cc1ccc(NC(=O)CCC(=O)NNC(=O)/C=C/C(=O)O)c(C)c1	5%	1	-3%	-3%	4%	3%	-2%	-0.6%	-1%[46.1 µM]	8%
Cn1cc([N+](=O)[O-])c(C(=O)Nc2ccc(-c3nc4ccccc4o3)cc2)n1	-88%[inhibitor]	-7	-47%[inhibitor]	-8%	?	13%	15%	-0.2%	-4%	-2%
COc1cc(C)c(Cc2cnc(N)nc2N)cc1OC	7%	-6	nt	nt	nt	nt	nt	-0.4%	nt	-5%&17%
Cn1ncc(Cl)c1C(=O)N1CCOCC1	7%	-9	-6%	-2%	4%	-2%	6%	-0.1%	2%	-14%
O=C(NCc1ccncc1)C1CCN(S(=O)(=O)c2cccc(C(F)(F)F)c2)CC1	3%	26	23%	2%	4%	3%	12%	0.5%	5%	23%
Cc1ccnc(N2C(=O)c3ccccc3C2Nc2ccccc2Cl)c1 (stereo unspecified)	1%	-2	-12%	1%	18%	-2%	12%	0.3%	-2%[46.1 µM]	3%
CCNC(=S)N(Cc1ccc(OC)cc1)C1CC(=O)N(c2ccc(OCC)cc2)C1=O (stereo unspecified)	-26%	-2	-11%	0%	-7%	0%	?	0.1%	-4%	8%
O=C(CCc1nc(-c2ccccc2F)no1)NCc1ccco1	23%	-2	4%	-7%	26%	3%	11%	-0.1%	4%	9%
O=C(CCc1ccc(S(=O)(=O)N2CCOCC2)cc1)Nc1nccs1	-3%	6	-13%	0%	14%	2%	-1%	-0.9%	1%	-3%
CCN(CC)Cc1c(O)ccc2c(=O)c(-c3ccccc3)coc12	67%	-5	-32%	-5%	nt	-2%	23%	-1.2%	7%	1%
COc1cc(C(=O)N/N=C/c2cccc(Oc3ccccc3)c2)ccc1O	5%	20	-1%	-5%	-14%	7%	-1%	-0.3%	2%	11%
COc1ccccc1NC(=S)NNC(=O)c1ccccc1Br	17%	-3	20%	-1%	?	2%	?	-0.6%	1%[46.1 µM]	-6%
COc1ccc(OC)c(NC(=O)CSc2ccc(-c3ccco3)nn2)c1	-11%	5	23%	-1%	-5%	5%	-6%	-1.3%	2%	-15%
COc1ccccc1-c1cc(C(=O)NC2CCN(C)CC2)c2ccc(Cl)c(C)c2n1	-6%	5	1%	-1%	?	-1%	0%	2.5%	-11%	7%
N/C(Cn1cncn1)=N\OC(=O)c1ccc(Cl)cc1	-34%	3	0%	0%	2%	3%	1%	0.2%	6%	-2%
COC(=O)NNC(=O)COc1cc(C)c(Br)cc1C(C)C	-20%	0	-2%	0%	-18%	-3%	?	-0.9%	-4%[46.1 µM]	4%
CC(C)[C@H]1CN(C)CCN1Cc1cn(C)nc1-c1cccc(Cl)c1	-9%	6	-2%	0%	-3%	-2%	-2%	0.4%	-2%	17%
O=C(Nc1ccccc1)c1cccc(N2C(=O)C3C4CC(C(Br)C4Br)C3C2=O)c1 (stereo unspecified)	-1%	-5	1%	-3%	8%	11%	-18%	0.2%	2%	?
COc1ccc(-n2nc(C(=O)Nc3ccc(OC)c(OC)c3)c3c4ccccc4n(C)c3c2=O)cc1	-35%	-2	-27%	?	-2%	-2%	8.2µM*	0.1%	3%	12%
Cc1cc(C)c2cccc(N)c2n1	-21%	-3	-4%	-5%	1%	-7%	3%	0.2%	2%	-12%
CCOC(=O)N1CCc2c(sc3nc[nH]c(=O)c23)C1	-1%	-1	-27%	-1%	2%	-22%	10%	-1.9%	1%	10%
FC(F)(F)c1nnc2sc(-c3ccncc3)nn12	6%	-2	2%	-5%	-8%	-1%	3%	0.0%	-1%	-14%
CSc1nc2nc3c(c(=O)n2[nH]1)CCC3	-1%	-1	11%	0%	0%	3%	5%	0.4%	1%	-2%
O=C(Cn1cc(C(F)(F)F)ccc1=O)N1CCc2ccccc21	2%	nt	-16%	1%	4%	-5%	16%	-0.2%	nt	nt
COc1ccc(-c2nc(CS(=O)(=O)CC(=O)NC3CCC(C)CC3)c(C)o2)cc1 (stereo unspecified)	20%	-1	-29%	2%	-3%	-4%	0%	-0.3%	6%	65%
Cc1cc(C[n+]2cc(Br)ccc2N)c2ncccc2c1	-41%	2	-43%[inhibitor]	-5%	-2%	-18%	0%	-0.4%	-2%	-20%
CC(C)=C1C2CCC1C(C(=O)NCc1ccccc1)C2C(=O)O (stereo unspecified)	-5%	7	-20%	-3%	-16%	9%	-13%	-0.3%	-1%	-1%
O=C(c1cc2nc(-c3ccco3)cc(C(F)(F)F)n2n1)N1CCN(c2ccccc2)CC1	-7%	0	-19%	-8%	-14%	-5%	?	0.4%	0%	-7%
CS(=O)(=O)N(CC(=O)N1CCN(c2cccc(Cl)c2)CC1)c1cccc(F)c1	-23%	12	-11%	-6%	-1%	1%	-6%	-0.3%	2%	-9%
CCNC(=S)N1CCCC(c2nc3ccc(C)cc3[nH]2)C1 (stereo unspecified)	16%	3	-6%	-3%	4%	3%[11.5 µM]	10%	0.1%	-6%	5%
COc1ccccc1CNC(=O)C(=O)NCC1OCCN1S(=O)(=O)c1ccc(Br)cc1 (stereo unspecified)	-33%	0	-24%	-7%	-9%	11%	?	0.1%	-2%	1%

Only p53 reactivator, ELG1 DNA repair and TRPV1 ag, for 3 of the compounds above:
mol	p53 reactivator	ELG1 DNA repair	TRPV1 ag
Cc1ccccc1-n1c(SCC(=O)N2CCN(c3ccccc3)CC2)nnc1-c1ccncc1	-8%	?	14
O=C(NCc1ccncc1)C1CCN(S(=O)(=O)c2cccc(C(F)(F)F)c2)CC1	4%	12%	26
CCNC(=S)N1CCCC(c2nc3ccc(C)cc3[nH]2)C1 (stereo unspecified)	4%	10%	3
